TROY signal inh = blocks TROY-dependent signaling in reporter cells. Q293 LMP1-TROYcd NF-kB luciferase reporter, 4 h. inhibition, % at 10 µM. 360,000 compounds, 0.98% hits. AID 1347056;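 active = compounds whose plate-normalised and pattern-corrected inhibition of the luciferase reporter signal at the single screening dose is 50% or more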
NR2F2 inh = NR2F2 (human) inhibition, primary screen. P24468. HEK293T NGFI-A luciferase reporter, luminescence. inhibition, % at 8.6 µM. 370,000 compounds, 0.7% hits;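 active = inhibition above a per-plate cutoff, mean inhibition of test wells between control levels plus 3 SD, cut at about 38% in these data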;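 note: cells cotransfected with COUP-TFII expression vector driving the NGFI-A reporter; 0% = median of COUP-TF2 test wells and 100% = reporter-only cells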
Target sequence (P24468 whole entry, looked up): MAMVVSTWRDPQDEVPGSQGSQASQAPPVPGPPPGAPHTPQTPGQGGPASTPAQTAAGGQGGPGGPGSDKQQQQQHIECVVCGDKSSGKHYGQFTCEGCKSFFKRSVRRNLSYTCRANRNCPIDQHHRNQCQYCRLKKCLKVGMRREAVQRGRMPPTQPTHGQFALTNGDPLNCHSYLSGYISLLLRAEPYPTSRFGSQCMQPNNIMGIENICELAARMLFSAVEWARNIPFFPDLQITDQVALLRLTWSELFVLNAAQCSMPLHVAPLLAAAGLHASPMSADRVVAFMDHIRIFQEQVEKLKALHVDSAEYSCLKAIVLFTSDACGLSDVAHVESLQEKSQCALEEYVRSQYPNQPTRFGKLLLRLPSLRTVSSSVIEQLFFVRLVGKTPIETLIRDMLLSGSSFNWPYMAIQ
NOD2-RIPK2 inh = blocks binding of human NOD2 to RIPK2 | CHO BLA complementation NOD2-RIPK2, CCF4 ratio | O43353 | inhibition, % at 4.98 µM | AID 624267 | 360,000 compounds, 0.38% hits; in the data active = inhibition above about 21%;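 note: 0% = vehicle only and 100% = reference blocker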
Target sequence (O43353 whole entry, looked up): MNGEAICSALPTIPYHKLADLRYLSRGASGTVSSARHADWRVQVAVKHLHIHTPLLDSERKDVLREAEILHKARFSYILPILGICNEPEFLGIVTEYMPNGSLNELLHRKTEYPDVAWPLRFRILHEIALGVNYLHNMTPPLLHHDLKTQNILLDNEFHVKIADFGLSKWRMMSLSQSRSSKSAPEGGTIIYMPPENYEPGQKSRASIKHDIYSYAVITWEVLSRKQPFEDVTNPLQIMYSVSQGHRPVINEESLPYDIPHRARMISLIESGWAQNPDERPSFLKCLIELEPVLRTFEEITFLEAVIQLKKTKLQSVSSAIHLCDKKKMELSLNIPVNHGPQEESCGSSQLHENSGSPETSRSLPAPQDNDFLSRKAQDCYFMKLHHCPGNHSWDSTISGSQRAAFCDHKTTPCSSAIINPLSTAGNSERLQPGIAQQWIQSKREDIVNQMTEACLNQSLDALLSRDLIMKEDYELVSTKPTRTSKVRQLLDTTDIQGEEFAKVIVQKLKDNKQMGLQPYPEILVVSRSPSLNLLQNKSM
C8 TRAIL sens = caspase-8 TRAIL sensitization. AID 624354. NB7+C8 cells + TRAIL, ATPlite viability luminescence. 360,000 compounds, 1% hits. inhibition (viability loss, TRAIL sensitization), % at 10 µM;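 active = compounds causing at least 50% loss of cell viability in the single-dose screen, relative to plate controls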
NCOA1 inh = inhibits human SRC1 coactivator; Q15788; HEK293 GAL4-SRC1 luciferase reporter, luminescence; inhibition, % at 3.6 µM; 360,000 compounds, 0.12% hits;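 active = inhibition above the campaign mean plus 3 SD, with each screening campaign given its own cutoff, cut at about 60% in these data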;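 note: 0% = DMSO treated cells and 100% = gossypol at 36 µM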
NCOA3 inh = human NCOA3 inhibition. Q9Y6Q9. HEK293 GAL4-SRC3 luciferase reporter, luminescence. inhibition, % at 3.6 µM. 360,000 compounds, 0.17% hits. AID 588352;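 active = inhibition above a per-campaign cutoff, the mean of all compounds plus 3 SD, cut at about 60% in these data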;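 note: 0% = DMSO-treated cells and 100% = gossypol-treated cells at 36 µM; higher means less SRC3-driven luciferase light from the GAL4 reporter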
TLR9-MyD88 block = TLR9-MyD88 interaction inhibition; inhibition, % at 4.98 µM; 340,000 compounds, 0.21% hits; AID 504734; CHO BLA complementation TLR9-MyD88, CCF4 FRET ratio;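 active = inhibition above the mean over all tested compounds plus 3 SD, cut at about 21% in these data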;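 note: 0% = DMSO only wells and 100% = clavulanate BLA inhibitor control wells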
LMP1 NFkB inh = reduces LMP1-driven NF-kappaB luciferase signal. LMP1-induced NF-kappaB luciferase reporter cells, luminescence. inhibition, % at 12.5 µM. 350,000 compounds, 0.69% hits. AID 504558; in the data active = inhibition above about 41%;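 note: 0% = neutral control wells and 100% = reference inhibitor control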
NR5A2 inv ag = NR5A2 inverse agonism in reporter assay. inhibition, % at 3.6 µM. HEK293T StAR-luciferase reporter, LRH-1 transfected, 24 h. 360,000 compounds, 0.13% hits. O00482. AID 602396;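 active = inhibition above the mean inhibition of all tested compounds plus 3 SD, cut at about 73% in these data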;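 note: 0% = DMSO wells and 100% = reporter-only cells lacking LRH-1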
TWEAK-Fn14 inh = blocks TWEAK-Fn14 interaction in a reporter cell assay | 360,000 compounds, 2% hits | TWEAK-stimulated Fn14 reporter cells, luciferase luminescence, 8 h | inhibition, % at 10 µM; in the data active = inhibition above about 50%
NCOA2 inhibitor = inhibits human steroid receptor coactivator 2 | Q15596 | HEK293 GAL4-SRC2 luciferase reporter, luminescence | inhibition, % at 9 µM | 370,000 compounds, 0.17% hits | AID 651957;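 active = inhibition above the mean inhibition of all tested compounds plus 3 SD, set per campaign, cut at about 52% in these data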;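 note: 0% = DMSO treated cells and 100% = cells given Gossypol at 36 µM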
Starred values were filed as active, the others as inactive; . = no result given. Some of the compounds tested, so the mix of outcomes need not match the whole.

SMILES	TROY signal inh	NR2F2 inh	NOD2-RIPK2 inh	C8 TRAIL sens	NCOA1 inh	NCOA3 inh	TLR9-MyD88 block	LMP1 NFkB inh	NR5A2 inv ag	TWEAK-Fn14 inh	NCOA2 inhibitor
Cc1cccc(OCCN2C(=O)C(=O)c3cc(C)ccc32)c1	-35.5	-45.2	14.3	3.9	-18.0	-14.9	13.5	11.3	8.4	-30.2	4.7
CCC(/C=N/NC(=O)c1ccccc1F)CC	-33.0	-37.6	-5.9	-1.6	-101.7	-87.5	1.8	-1.3	-138.9	-11.9	-45.2
COc1ccc(C(C(=O)NC2CCCC2)N(CC2CCCO2)C(=O)Cn2nnc(-c3ccc(C)o3)n2)cc1 (configuration not stated)	12.2	12.1	6.0	-1.8	-4.5	10.9	2.2	11.7	1.4	-22.9	12.2
CSCCC(NC(=O)c1ccc(Cl)cc1)C(=O)O (configuration not stated)	6.7	-0.9	-3.4	-4.6	-2.3	6.2	-7.0	11.0	-7.0	-71.2	-14.8
O=C(NCCCn1ccnc1)C(=O)NCC(c1cccnc1)N1CCN(c2ccc(F)cc2)CC1 (configuration not stated)	-9.3	.	-8.4	-11.3	13.4	10.5	6.6	-3.3	7.9	9.9	.
COC(=O)[C@@H]1C[C@@]2(O)[C@@H](O)[C@@H](O)[C@@H](O)C[C@H]2N1Cc1ccc(C)s1	-0.9	-14.3	-8.4	-14.5	-4.3	-18.4	-11.9	-1.3	29.7	-4.7	-14.3
O=C(N/C(=C\c1cccs1)C(=O)N1CCCCCC1)c1ccccc1	0.9	1.8	3.5	14.0	4.8	20.1	-3.3	-2.6	-25.7	-21.8	5.3
O=C(CCN1C(=O)c2ccccc2C1=O)OCn1nnc2ccccc2c1=O	-9.6	-7.7	3.8	7.5	3.7	7.7	-2.7	0.1	5.9	2.8	-0.4
Cc1c(C)c2c(OCC(=O)N[C@@H](C)C(=O)O)cc3c(c2oc1=O)CCC(C)(C)O3	12.3	17.5	-1.3	-21.7	14.3	-5.4	1.6	5.1	0.9	16.4	-9.6
Cc1ccc2nsnc2c1NC(=O)c1ccccc1[N+](=O)[O-]	13.4	16.8	6.1	23.1	-0.9	19.1	-7.6	6.1	-0.7	-3.0	14.4
Clc1ccc(-c2nnc(SCc3nc4ccccc4[nH]3)o2)c(Cl)c1	17.4	-6.1	7.1	-3.7	-4.8	-34.5	-1.4	5.0	10.9	-1.4	0.5
CN1C(C(=O)NCCc2cccs2)CC2Cn3c(nc4cc5ccccc5cc43)C21 (configuration not stated)	4.4	17.3	3.0	-1.4	-2.5	10.0	4.5	2.0	-8.2	19.1	11.9
COc1cc(OC)c(OC)cc1CN1CCCC(C(=O)N2CCCCC2)C1 (configuration not stated)	4.1	8.4	7.0	-4.7	-10.7	6.0	5.5	-5.3	15.7	-16.9	5.9
COc1ccc2nc(NC(=O)CC3Oc4ccccc4NC3=O)sc2c1 (configuration not stated)	10.4	-0.9	-12.6	-2.4	-10.4	-20.6	-2.1	-15.2	13.7	2.0	-9.8
COc1ccccc1NC(=S)N(Cc1ccccc1)Cc1ccccn1	2.4	-4.7	0.4	3.6	2.2	10.3	-9.3	-0.9	-5.5	-16.1	-20.4
CC1(c2ccccc2)CC(C)(C)N2C(=O)Cc3cccc1c32 (configuration not stated)	3.6	18.9	6.9	-13.5	-16.7	-18.8	1.7	1.2	-6.6	6.2	13.2
O=C(COC(=O)Cc1ccc(Cl)cc1)Nc1ccccc1-c1ccccc1	-0.1	-12.8	8.1	-2.0	3.6	0.7	-7.2	-5.9	-3.6	2.1	11.5
O=C(O)Cn1cc(/C=N/Nc2ccc([N+](=O)[O-])cn2)c2ccccc21	-37.0	-35.6	2.7	-5.8	-49.4	-45.0	10.3	-3.0	-3.0	14.6	-49.7
Cc1cc(C)c(C)c(S(=O)(=O)N2CCC(C(=O)N3CCN(c4ccc(F)cc4)CC3)CC2)c1C	25.8	9.2	-17.5	6.2	4.0	-26.4	-3.7	3.0	1.4	-1.3	10.3
CCOCCOc1cccc(C(=O)NC(C)c2ccc3ccccc3c2)c1 (configuration not stated)	14.9	13.1	-2.7	-18.5	10.9	0.2	-1.9	18.8	19.6	-29.9	0.0
O=C(CCN1CCOCC1)c1ccc2c(c1)OCCO2	3.7	-7.8	6.8	-3.1	-15.0	4.0	-8.3	-0.2	-1.8	8.9	-16.9
CC(C)N(Cc1nccn1C)C(=O)c1cc(COc2ccc(F)cc2Cl)on1	-1.6	14.9	-6.1	8.4	-15.5	-4.0	-6.3	-2.8	-17.0	7.3	25.7
COc1ccc(-n2ncc(C(C)NS(=O)(=O)c3ccc(C)s3)c2C)cc1 (configuration not stated)	-29.8	1.1	-13.5	0.9	-4.2	-15.1	-5.0	3.7	0.3	14.0	-10.7
COc1ccc(O)c(C(=O)c2cnc3c(c2)CN(C)C(=O)N3)c1	8.1	19.7	-6.5	-26.6	13.2	4.8	8.4	-0.5	7.0	-14.3	3.3
O=c1c(-c2ccc(O)cc2)coc2c([C@@H]3O[C@H](CO)[C@@H](O)[C@H](O)[C@H]3O)c(O)ccc12	-6.0	-2.6	-10.1	-11.6	-9.2	-19.8	-4.5	0.9	-11.5	6.8	-3.2
Cc1ccc(NC(=O)C2CCN(S(=O)(=O)c3ccc4c(c3)NC(=O)CO4)CC2)cc1	-8.3	10.9	-1.1	-10.7	18.6	12.9	2.0	3.3	-25.7	30.1	-10.1
N#Cc1c(Nc2ccc(Cl)cc2)s[nH]c1=O	-36.9	10.0	10.1	12.5	-13.0	-10.3	-6.4	-9.2	10.2	-23.6	23.3
O=C(Cn1nc(C(=O)O)c2ccccc2c1=O)NCC1CCCO1 (configuration not stated)	6.3	3.8	-4.1	-12.9	-1.7	-0.3	-5.6	1.9	-10.8	-0.1	-18.4
O=C(Nc1ccc2nc(C3CC3)n(Cc3ccccc3)c(=O)c2c1)C1CC1	-51.2	-9.9	-3.4	0.9	-19.0	-9.4	6.9	-20.1	-8.9	-34.0	-42.4
CC1=CN2C(=NC(=O)CC2(C)C(=O)N(CC(=O)NC2CCCC2)c2ccccc2C)C=C1 (configuration not stated)	-12.0	7.8	-1.5	6.2	-8.2	-1.7	-0.9	-2.6	-0.1	2.5	-0.6
CCN1CCN(CCc2nc3cc(NC(=O)COc4ccccc4)ccc3n2C)CC1	-12.4	-3.4	-6.2	-16.4	-24.0	-6.7	0.8	12.6	-11.6	11.1	-1.8
COc1ccccc1CP(=O)(c1ccccc1)c1ccccc1	-8.0	-0.4	-7.0	-4.4	-5.2	8.5	-1.9	5.1	12.4	6.1	-26.3
O=C(N/N=C/c1cc([N+](=O)[O-])ccc1O)C(O)(c1ccccc1)c1ccccc1	20.4	10.4	9.6	8.6	5.8	16.2	-5.7	5.6	2.2	24.1	-8.8
COc1ccccc1C=NNc1ccc([N+](=O)[O-])cn1	-17.6	3.1	2.3	-22.8	-6.2	-0.1	7.3	-3.3	-38.1	-26.9	-28.1
CCCNC(=O)c1nn2c(C(F)(F)F)cc(-c3ccccc3)nc2c1Cl	-2.2	0.6	-1.6	2.2	-3.0	-6.0	-12.8	5.0	9.7	5.6	-12.6
Cc1ccc(S(=O)(=O)N(Cc2ccc(F)cc2)Cc2ccco2)cc1	8.3	6.8	-3.1	-1.4	-1.8	2.6	4.8	-2.3	3.8	33.2	11.7
N#Cc1c[nH]n2c(=O)cc(Cc3ccccc3)nc12	3.6	5.2	5.6	-8.1	5.5	10.8	-2.8	-6.9	0.7	-10.3	-6.9
CCN(CC)S(=O)(=O)c1ccc(C(=O)OCn2c(SC)nnc(C)c2=O)cc1	21.3	14.8	6.0	-7.9	5.1	10.9	-5.4	-3.1	8.1	21.3	9.5
O=C(NCc1ccco1)c1noc2c1CCCCC2	-40.1	-22.0	7.5	7.6	-26.1	-30.1	-8.6	-9.7	-58.2	-24.9	-27.2
O=C(O)COc1cccc(/C=C2/SC(=S)N(Cc3ccccc3)C2=O)c1	-4.4	24.3	-15.7	2.1	5.7	0.5	-2.2	8.6	-5.3	-1.4	5.3
O=C1C2CC=CCC2C(=O)N1Cc1ccccc1 (configuration not stated)	-6.0	4.1	-0.4	-4.6	-0.9	-2.8	2.1	-3.5	-5.7	0.3	15.3
O=C(Nc1cccs1)Nc1cccnc1Cl	-15.2	-1.1	-10.6	9.9	-2.0	-11.9	0.4	0.9	-28.3	22.7	0.5
O=S1(=O)CC(N2CCN(CC3CC3)CC2)CN1Cc1cn(Cc2ccccc2C(F)(F)F)nn1 (configuration not stated)	7.6	1.0	0.8	-15.5	0.0	12.6	.	.	-3.7	2.1	-16.8
O=C(N/N=C/c1ccccc1F)NC1CCCCC1	-65.5	-17.0	5.3	1.6	-64.4	-32.1	0.2	-6.6	-44.1	-25.1	-23.4
N[C@@H](CCC(=O)N[C@@H](CSN=O)C(=O)NCC(=O)O)C(=O)O	-11.7	-7.1	-6.4	13.6	-15.3	9.2	-0.6	-1.0	0.9	4.9	3.8
Cc1cc(C)nc(N2CCCC(C(=O)Nc3ccc(F)cc3)C2)n1 (configuration not stated)	-1.7	-0.9	-0.7	10.8	-7.0	9.2	4.0	4.8	-5.8	-2.8	2.5
CC(C)N1C(=O)CCC1C(=O)NCc1ccccc1Cl (configuration not stated)	7.2	4.0	-8.9	-1.0	5.3	12.1	10.2	-25.7	26.2	-4.5	-0.9
O=C(NN=C1CCN(Cc2ccccc2)CC1)C(O)c1ccccc1 (configuration not stated)	-14.8	-1.4	-9.8	-5.5	-47.2	1.7	-4.2	-6.1	5.7	-16.8	-8.8
COc1ccccc1C(=O)NCCC(=O)NNC(=O)Cn1ccc(C(F)(F)F)n1	-9.8	-8.6	-9.8	12.5	7.3	16.5	-1.5	8.2	18.5	14.7	-23.2
COc1ccc2c(c1)c(=O)oc1cc(OCC(=O)N3CCCC(C)C3)ccc12 (configuration not stated)	4.3	5.6	5.7	-2.2	-15.8	-7.5	7.6	4.8	12.4	-40.1	-35.9
Cc1ccccc1N(CC(=O)NC1CCCC1)C(=O)c1csnn1	-8.0	7.4	1.8	8.3	5.8	-15.7	12.3	-8.4	-8.6	14.0	-29.7
O=C(NC1CCCC1)c1cc(Cl)ccc1[N+](=O)[O-]	6.9	-8.0	7.3	1.5	-6.9	17.6	-4.4	2.0	-46.0	-13.2	-26.4
CC(O)CCC(=O)NCCNC(=O)CCC(C)O (configuration not stated)	3.8	-10.9	-1.7	12.8	-0.5	-8.2	0.6	0.7	12.5	-4.7	6.6

High-throughput results as filed in PubChem.
